Compound activity (PubChem)
TEAD-YAP block: TEAD-YAP interaction inhibition; 640,000 tested, 1.4% active; HEK-TIYL cells, TEAD-Gal4/YAP UAS-luciferase luminescence; AID 1259422; inhibition, % at 9.12 µM; in the data active = inhibition above about 32%;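 also: 0% = median of test compound wells and 100% = reference inhibitor wells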
GPR151 activ: human GPR151 activation; Q8TDV0; PathHunter beta-arrestin GPR151 cells, luminescence; activation, % at 11.2 µM; 650,000 tested, 1% active; in the data active = activation above about 4.9%;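 also: 0% = median of compound wells and 100% = cells with positive control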
Target sequence (Q8TDV0 whole entry, looked up): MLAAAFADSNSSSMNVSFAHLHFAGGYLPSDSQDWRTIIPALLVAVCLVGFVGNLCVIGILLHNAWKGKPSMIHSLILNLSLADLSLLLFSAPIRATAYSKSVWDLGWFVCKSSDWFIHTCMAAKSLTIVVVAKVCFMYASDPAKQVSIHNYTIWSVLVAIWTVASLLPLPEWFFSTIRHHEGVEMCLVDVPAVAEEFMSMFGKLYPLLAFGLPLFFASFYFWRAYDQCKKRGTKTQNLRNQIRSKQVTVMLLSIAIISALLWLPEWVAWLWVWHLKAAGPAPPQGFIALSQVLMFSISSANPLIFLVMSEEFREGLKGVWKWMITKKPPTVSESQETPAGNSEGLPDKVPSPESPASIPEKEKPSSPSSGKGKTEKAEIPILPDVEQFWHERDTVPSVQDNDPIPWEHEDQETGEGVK
MITF inh: inhibitors of human MITF. O75030. AlphaScreen MITF homodimerization, bead proximity signal. inhibition, % at 2.6 µM. 650,000 tested, 0.91% active. AID 1259374; in the data active = inhibition above about 50%;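 also: 0% = vehicle wells with protein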
Target sequence (O75030 whole entry, looked up): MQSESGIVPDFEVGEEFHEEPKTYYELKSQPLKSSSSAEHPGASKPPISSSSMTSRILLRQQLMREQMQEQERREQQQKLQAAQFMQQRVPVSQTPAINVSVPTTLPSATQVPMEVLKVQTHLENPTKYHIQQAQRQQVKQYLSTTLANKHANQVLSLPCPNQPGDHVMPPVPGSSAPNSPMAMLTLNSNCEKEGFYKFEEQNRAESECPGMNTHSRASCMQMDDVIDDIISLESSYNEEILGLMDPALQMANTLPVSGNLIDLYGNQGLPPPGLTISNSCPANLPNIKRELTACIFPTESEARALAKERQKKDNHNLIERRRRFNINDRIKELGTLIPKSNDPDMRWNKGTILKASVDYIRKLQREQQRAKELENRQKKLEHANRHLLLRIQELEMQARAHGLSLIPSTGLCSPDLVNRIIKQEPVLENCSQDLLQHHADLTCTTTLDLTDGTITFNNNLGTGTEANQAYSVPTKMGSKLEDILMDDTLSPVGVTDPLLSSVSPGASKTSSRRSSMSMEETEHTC
FBW7 activator: activators of human E3 ligase FBW7. 650,000 tested, 0.13% active. normalized activity (activation), % at 26.1 µM. Q969H0. AlphaScreen FBW7–phospho-cyclin E peptide binding, activator screen. AID 1259310; in the data active = normalized activity above about 1.9%;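 also: purified mutant Fbw7 with reduced substrate affinity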
Active calls of the source: *.

entry	molecule	TEAD-YAP block	GPR151 activ	MITF inh	FBW7 activator
1	CCOC(=O)c1c(C)oc2c1cc(NS(=O)(=O)c1ccc(Cl)cc1)c1ccccc12	1	-1.2	7	0.0
2	O=C(COn1nnc2ccc([N+](=O)[O-])cc21)Nc1ccc(Cl)c(Cl)c1	20	0.6	9	0.0
3	CCC(=O)N1CCN=C1SCc1c(F)cccc1Cl	3	-1.5	14	0.1
4	Cc1cnc(-c2ccccc2)nc1NC1CC1	-8	-1.5	-9	0.0
5	N#C/C(=C/c1ccc(-c2ccccc2[N+](=O)[O-])o1)C(=O)N1CCCCC1	-7	-0.6	-2	0.0
6	COc1cc(Nc2nc(-c3cccc(C(C)=O)c3)nc3c2ncn3-c2ccsc2)cc(OC)c1OC	-6	-1.6	18	0.3
7	CCOC(=O)CNC(=O)CCCNC(=O)Cn1cnc2sc(C)c(C)c2c1=O	-1	0.3	-1	0.0
8	NN1C(=O)/C(=C/c2cccs2)SC1=S	-1	-0.1	3	-0.1
9	COCCOC(=O)C1=C(C)NC(=S)NC1c1ccc(Cl)c(Cl)c1 (stereo not given)	-5	1.5	-8	0.0
10	COC(=O)c1c(OCc2ccsc2)cc(=O)n2c1CCN(Cc1nccs1)CC2	-4	1.1	-7	0.3
11	CCOC(=O)c1cc(-c2cccc([N+](=O)[O-])c2)nc2c1C(=O)CCC2	-3	-1.3	-9	-0.1
12	Fc1cccc(CN2CCN(Cc3nc(CCc4ccccc4)no3)CC2)c1	3	-2.4	12	0.5
13	Cc1ccc(N2C(=O)C3CCCCC3C2=O)cc1Cl (stereo not given)	9	-0.6	-11	0.1
14	Cc1ccc(-n2nc3c(c2NC(=O)c2ccc(OC(C)C)cc2)CS(=O)C3)cc1 (stereo not given)	6	-0.8	6	0.0
15	CCOC(=O)C1=CN(Cc2ccc(OC)cc2)C=C(C(=O)OCC)C1c1ccc(OC)c(OC)c1OC	-9	-0.8	-11	0.3
16	O=C(COc1ccccc1[N+](=O)[O-])N/N=C\C=N\NC(=O)COc1ccccc1[N+](=O)[O-]	3	-0.5	7	-0.1
17	CCOc1ccc(NC(=O)c2ccc(F)c(S(=O)(=O)N3CCN(c4ccccc4Cl)CC3)c2)cc1	6	0.4	2	0.0
18	Fc1ccccc1NC(=S)N/N=C/c1ccc(N2CCOCC2)o1	-6	-0.8	-4	-0.1
19	Cc1nn(-c2ccccc2)c(C)c1C(=O)Nc1nc2ccccc2[nH]1	-30	-4.4	2	0.2
20	CC1CN(C)C(C)C/C1=N/OC(=O)c1ccc(Cl)c(Cl)c1 (stereo not given)	9	-0.3	2	0.2
21	N#CC1=C(N)N(c2ncn[nH]2)C2=C(C(=O)CCC2)C1c1ccc(F)cc1 (stereo not given)	4	-1.0	11	0.0
22	COc1ccccc1CNC(=O)CNC(=O)c1c[nH]c2ccccc12	-2	-0.6	-13	0.0
23	Cc1cc(OI)c(C(C)C)cc1-c1cc(C(C)C)c(OI)cc1C	11	-2.7	5	0.3
24	COc1ccc2ccccc2c1CN1CCOc2ccc(CN3CCC(O)CC3)cc2C1	-3	0.6	0	0.6
25	Cc1cccc(C)c1NC(=O)CNC(=O)CN1CCCCCC1=O	-1	-0.2	-7	0.3
26	CCCNCc1cc(OCC)c(OCC(N)=O)cc1Br	2	-0.9	10	-0.1
27	COc1ccc(C2NC(=O)NC(C)=C2C(=O)Nc2cccc(C)c2)cc1Br (stereo not given)	2	1.8	-12	-0.2
28	Cc1ccccc1C(=O)NCCn1ncc2c(NCCc3ccccc3)ncnc21	-23	-0.4	-5	-0.2
29	COc1ccc(C2Nc3ccccc3C(=O)N2Cc2ccco2)cc1COc1cc(C)c(Cl)cc1C(C)C (stereo not given)	-1	-1.3	3	-0.1
30	COc1cccc(-c2nnc3ccc(OCCNC(=O)c4ccccc4C)nn23)c1	15	-0.6	13	0.5

Looked up above:
cpd 21 in FBW7 activator shows 0.0
cpd 8 in FBW7 activator shows -0.1
cpd 12 in TEAD-YAP block shows 3
cpd 24 in MITF inh shows 0

Along the list, from the results shown:
TEAD-YAP block for entries 22 to 26, in order: -2, 11, -3, -1, 2
FBW7 activator for entries 22 to 26, in order: 0.0, 0.3, 0.6, 0.3, -0.1
MITF inh for entries 22 to 26, in order: -13, 5, 0, -7, 10

The results go on.
entry	molecule	TEAD-YAP block	GPR151 activ	MITF inh	FBW7 activator
31	COc1ccc(N2C(=O)C3C4c5ccccc5C(C=O)(c5ccccc54)C3C2=O)cc1 (stereo not given)	25	0.5	5	-0.4
32	Nc1ncc(-c2cccs2)nc1-c1ccc(C=O)cc1	-6	-1.7	13	0.3
33	CCOc1ccc(-n2cc(-c3ccccc3)c3c(SCC(=O)c4ccccc4)ncnc32)cc1	-6	3.3	-9	0.0
34	Cc1ccnc2nc(C(=O)Nc3cc(S(=O)(=O)N4CCCC4)ccc3Cl)nn12	5	0.0	20	0.2
35	O=C(N/N=C/C=C/c1ccccc1)c1cccc(C(=O)N/N=C/C=C/c2ccccc2)n1	-8	-0.5	18	0.2
36	CS(=O)(=O)C1=NSC2=NC(=O)/C(=C\c3ccc(-c4cccc(C(=O)O)c4)o3)C(=N)N21	-5	-0.9	-16	-0.2
37	CCCCCCNC(=O)c1cnn2c(C)c(Cc3cccc(C)c3)c(C)nc12	0	2.1	-6	0.0
38	CCOC(=O)c1[nH]c(C)c(CN(Cc2ccccc2)C(=O)CCC(=O)O)c1C	3	0.2	-13	0.0
39	Cc1cccc2c(C(=O)N3CCCC(C)C3)cc(-c3cccnc3)nc12 (stereo not given)	6	1.3	3	0.4
40	O=C1CC(Nc2ccc(F)cc2)C(=O)N1c1ccc(Cl)c(Cl)c1 (stereo not given)	13	0.9	3	-0.1
41	COc1ccc(C(=O)N/C(=C/c2ccc([N+](=O)[O-])cc2)C(=O)Nc2cc(Cl)ccc2C)c(Cl)c1	-2	0.1	11	0.4
42	CC(C)CC(=O)n1nnc2ccccc21	5	0.7	-1	-0.1
43	O=C(O)COc1ccc(Br)cc1/C=N/Nc1cccc2cccnc12	3	1.0	16	0.0
44	S=C(c1ccccn1)N1CCN(C(=S)c2ccccn2)CC1	1	1.9	-11	0.1
45	COc1ccc(C2C(C#N)=C(N)Oc3cc(C)[nH]c(=O)c32)cc1Br (stereo not given)	5	1.5	-12	0.0
46	CN1CCN(CC#CCOc2ccc3c(c2)OCO3)CC1	-12	-1.0	6	-0.1
47	Cc1cc(C(=O)Nc2ccccc2C(F)(F)F)on1	-6	5.3*	7	0.2
48	Cc1ccc(N2C(=O)CSC2c2ccccn2)cc1 (stereo not given)	-6	-0.1	3	0.2
49	Cc1ccc(N2C(=O)c3sc4nc5c(c(=O)n4c3C2=O)CCC5)cc1	7	-0.3	8	0.0
50	CC(=O)c1c(C)oc2c3c(c(O)cc12)C(=O)c1ccccc1C3=O	0	0.6	7	0.8
51	COc1ccc(NC(=O)c2cc(S(=O)(=O)NCCc3ccc(OC)c(OC)c3)ccc2F)cc1	6	0.3	-5	0.0
52	O=C1c2ccc([N+](=O)[O-])cc2C(=O)N1c1ccc(Oc2ccccc2)cc1	4	1.4	-5	0.0
53	Cc1cc(C(=O)Nc2ccccc2C(N)=O)c2c(C)nn(-c3ccccc3)c2n1	-1	-0.6	-1	-0.2
54	CCOC(=O)c1ccc(NC(=O)COc2ccccc2)cc1	-1	-0.2	-9	-0.1
55	COc1ccc(N2C(=O)/C(=C/c3ccc(-c4cc(Cl)ccc4Cl)o3)C=C2c2ccccc2)cc1	-3	1.5	2	-0.1
56	O=C(Cc1ccccc1)Nc1ccc(S(=O)(=O)N2CCCCCC2)cc1	0	-0.5	1	0.0
57	CN(C)CC(=O)Nc1ccccc1Br	-3	-0.2	-2	-0.2
58	COC(=O)C1=C(C(=O)c2ccccc2)C(=O)C(=O)N1c1cccc(C(F)(F)F)c1	-21	1.3	20	0.2
59	O=C(NCCCn1ccnc1)C(=O)NCC1OCCCN1S(=O)(=O)c1ccccc1 (stereo not given)	-2	2.9	66*	-1.5
60	Fc1ccc(-c2nnc3sc(Cc4ccccc4)nn23)cc1	0	0.8	2	0.0
61	Cn1c(SCC(=O)NCC(=O)c2ccccc2)nnc1-c1ccc(C(C)(C)C)cc1	0	0.3	7	-0.2
62	CS(=O)(=O)N(Cc1ccccc1)c1ccc(C(=O)NCCSCc2ccc(Cl)cc2)cc1	9	2.2	12	1.0
63	CC(=O)c1ccc(NS(=O)(=O)c2cccc(S(C)(=O)=O)c2)cc1	9	0.2	1	0.0
64	O=C1CC(N2CCC(O)CC2)C(=O)N1c1ccc(Br)cc1Br (stereo not given)	-1	0.3	-5	-0.2
65	CC(=O)Nc1ccccc1Oc1ccc(C(N)=O)cc1[N+](=O)[O-]	14	-0.4	10	0.5
66	C/C(=N/NC(=O)c1ccccc1N)c1ccc(O)cc1	-49	-0.8	-5	-0.1
67	CCOC(=O)C1(CCSC)NC(c2cccs2)C2C(=O)N(CC)C(=O)C21 (stereo not given)	32*	-2.0	0	-0.3
68	CC(C)Cn1c(N/N=C/c2ccccc2O)nc2c1c(=O)[nH]c(=O)n2C	-2	1.1	-1	-0.1
69	CC(C)CC(NC(=O)c1cccc(Br)c1)C(=O)O (stereo not given)	-7	-1.6	-19	0.1
70	O=c1cc(-c2ccccc2)nc(N2CCN(Cc3ccccc3)CC2)[nH]1	11	-0.5	-1	0.0
71	CC1CCCCN1C(=O)c1ccc(N2CC3CC(C2)c2cccc(=O)n2C3)c(NC(=O)/C=C/c2ccccc2)c1 (stereo not given)	0	0.0	5	0.1
72	Nc1ccc2c3c(cccc13)C(=O)NC2=O	6	4.1	-11	-0.1
73	S=c1nc2c(n[nH]1)c1ccccc1n2CCc1ccccc1	4	6.5*	7	-0.3
74	CCC(C)N1C(=O)/C(=C\c2ccco2)SC1=S (stereo not given)	2	8.1*	-2	-0.1
75	COc1cc(C2C(C#N)=C(N)OC(C)=C2C(C)=O)c([N+](=O)[O-])cc1OC (stereo not given)	-1	-1.2	-5	0.0
76	CCn1c(N2CCN(Cc3ccccc3C)CC2)nc2c1c(=O)[nH]c(=O)n2C	3	-1.7	12	0.0
77	Cc1nc2c(C(=O)NCCN(C)C)cnn2c(C)c1Cc1ccccc1	-12	-1.4	-2	0.0
78	Cn1c(COc2ccc(Cl)cc2Cl)nc2ccccc21	-24	2.1	-4	0.0
79	COc1ccc([N+](=O)[O-])cc1NC(C)C	8	5.0*	-1	-0.1
80	C/C(=N\NC(=O)c1cc(-c2ccc(C)o2)[nH]n1)c1ccc(Br)cc1	-7	0.4	2	-0.1
81	COc1ccc(N2CCN(c3nnnn3-c3ccccc3)CC2)cc1	4	2.5	-1	0.2
82	Cc1ccc(NC(=O)COc2ccc(F)cc2)cc1	-20	0.3	0	-0.1
83	Cc1cc(C)n(-c2nncn2/N=C/c2cccc([N+](=O)[O-])c2)n1	2	1.1	-37	0.1
84	C[C@@H](Cn1nnc2ccccc21)NC(=O)c1ccc2c(c1)OCO2	-38	0.4	17	0.4
85	Cc1ccc(S(=O)(=O)Nc2ccc(-c3nnc(SCc4cccnc4)o3)cc2)cc1	-8	1.2	-6	-0.2
86	O=C1CCCN1CCCNc1nc(Nc2ccc3ncccc3c2)nc2nc[nH]c12	1	-1.3	-11	-0.2
87	Cn1cc(S(=O)(=O)N2CCc3ccccc32)cc1C(=O)N1CCCCC1	5	-0.1	19	0.0
88	Cc1cc(C)c(NC(=O)CSc2nc3ccc(NC(=O)CSc4nc5ccc(N)cc5s4)cc3s2)c(C)c1	-1	2.3	3	0.0
89	CCC(=O)N[C@@H]1c2ccccc2C2(CCN(Cc3c(C)nc4sccn34)CC2)[C@H]1OC	-2	-0.4	1	-0.1
90	CC(C)CNC(=O)c1ccc(N2CC3CC(C2)c2cccc(=O)n2C3)c(NC(=O)c2cc3ccccc3oc2=O)c1 (stereo not given)	-2	0.6	-7	-0.1

Profiles from above.
Results for COc1ccccc1CNC(=O)CNC(=O)c1c[nH]c2ccccc12 → TEAD-YAP block = -2; GPR151 activ = -0.6; MITF inh = -13; FBW7 activator = 0.0
Results for CCOc1ccc(-n2cc(-c3ccccc3)c3c(SCC(=O)c4ccccc4)ncnc32)cc1 → TEAD-YAP block = -6; GPR151 activ = 3.3; MITF inh = -9; FBW7 activator = 0.0

(cont.)
entry	molecule	TEAD-YAP block	GPR151 activ	MITF inh	FBW7 activator
91	COc1ccc2nc3oc(C(=O)N4CCN(C(=O)c5ccco5)CC4)cc3cc2c1	-16	2.5	13	-0.1
92	O=c1[nH]c(=S)[nH]c(O)c1N=Nc1c(F)cccc1F	-7	0.0	-5	-0.6
93	C/C(=C\C(=O)ONC(=O)c1ccccc1)Nc1ccc(Cl)cc1	-13	0.0	6	-0.1
94	CN(C)CCNC(=O)c1ccn(-c2ccnc(Nc3ccc(N4CCOCC4)cc3)c2)n1	1	1.1	-3	0.0
95	COc1ccc(-c2csc(NC(=O)c3ccc(Br)cc3F)n2)cc1OC	1	1.7	2	-0.1
96	CCOc1ccc(/C=C2/SC(N)=NC2=O)cc1	-2	0.2	-22	0.1
97	COc1cccc(C2(CC(=O)N3CCCCC3CO)CC(=O)N(C)C2=O)c1 (stereo not given)	3	-0.3	-2	0.0
98	COc1ccc(NC(=O)c2ccc(OCc3ccccc3)cc2)cc1	-7	-0.2	-2	-0.1
99	N#CC1=C(SCC(=O)Nc2ccc(Br)cc2)NC(=O)C(C#N)C1c1ccccc1Cl (stereo not given)	-3	0.5	-4	0.0
100	CC1CCCC(C)N1C(=O)CSc1nnc2c3ccccc3n(C)c2n1 (stereo not given)	-3	0.4	18	0.1
101	COc1ccc(NC(=O)NC23CC4CC(CC(C4)C2)C3)cc1OC	-11	1.6	11	0.0

Rows were taken by chance. About 3.4% of those tested had a hit in this group.
